# Bioassay records as filed in PubChem BioAssay.
# MRP resist rev – reverses drug resistance mediated by MRP | H69AR cells + 2 uM doxorubicin, CellTiter-Glo, 72 h | differential viability (reversal), % at 10 µM | 0.04% of 85,000 active;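 active means viability drop by adding the cancer drug above about 55%, with treated viability meeting a 40% cutoff, limit read from the data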;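 further: viability without doxorubicin minus viability with 2 µM doxorubicin for each compound; larger differential means the compound sensitizes cells more to doxorubicin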
# PLAP inhibition – PLAP enzyme inhibitors, biochemical, luminescence, HTS (AID 690) | purified PLAP, luminescent substrate; higher % means a stronger effect | one-dose inhibition, % at 20 µM; IC50 in µM for titrated hits | 0.08% of 96,000 active; in the data active means a potency from the dose series; inactive means the rest, 99 in 100 with inhibition below about 30%; further: strong numbers were not always called active
# Bcl-B displacement – displacers of TR3 peptide from Bcl-B, primary screen, selectivity assay for Bfl-1 inhibitor project, biochemical, fluorescence polarization. FP displacement of FITC-TR3 peptide from Bcl-B; higher % means a stronger effect. one-dose displacement, % at 20 µM; IC50 in µM for titrated hits. 0.11% of 96,000 active. AID 748;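 active means displacement above 50% at 20 µM plus a fluorescence interference ratio under 1.5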;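 further: plate controls were wells without compound for no effect and wells lacking Bcl-B protein for full effect; a part of the inactive calls stands beside numbers as strong as those of hits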
# NFkB transloc inh – blocks IL-1B driven NFkB nuclear translocation in HUVEC cells. AID 796. 0.43% of 94,000 active. inhibition, % at 2 µM. HUVEC IL-1B NFkB p65 nuclear translocation imaging;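 active means inhibition above about 30% together with a positive call from visual inspection of the well image, limit read from the data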;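 further: nuclear over cytoplasmic p65 intensity ratio measured by imaging; 0% = IL-1B stimulated DMSO wells and 100% = unstimulated DMSO wells; values of inactives mirror those of a sister screen read the other way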
# NFkB transloc pot – enhances IL-1B driven NFkB nuclear translocation. HUVEC IL-1B NFkB p65 nuclear translocation imaging. activation, % at 2 µM. 0.3% of 94,000 active;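 active means activation above 40%, about the mean plus 3 SD, also judged a hit on visual image review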;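 further: percent activation is computed from the nuclear over cytoplasmic p65 intensity ratio; values of inactives mirror those of a sister screen read the other way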
# MRP resist rev cytotoxicity – recorded beside MRP resist rev, whose call it bears; viability, %; H69AR cells, CellTiter-Glo, 72 h; measured here: cytotoxicity without doxorubicin
# MRP resist rev with doxorubicin – also measured in MRP resist rev; calls as there; viability, %; measured here: viability with 2 uM doxorubicin; stronger effect = lower value
# NFkB transloc inh cell count 2 µM – further read-out of NFkB transloc inh, marked with its call; cell count; measured here: cells passing quality filter;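 raw number of nuclei counted in each imaged well without normalization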
# NFkB transloc pot cell count 2 µM – recorded beside NFkB transloc pot, whose call it bears; cell count; measured here: cells passing quality filter
# An asterisk follows results filed as active; x = no result given. This is a subset; rates above refer to the full screens.
Structure	MRP resist rev	MRP resist rev cytotoxicity	MRP resist rev with doxorubicin	PLAP inhibition	Bcl-B displacement	NFkB transloc inh	NFkB transloc inh cell count 2 µM	NFkB transloc pot	NFkB transloc pot cell count 2 µM
CN1CCN(c2ccccc2NC(=O)C(Cc2ccccc2)n2cccc2)CC1 (configuration not stated)	x	x	x	x	x	-12	57	12	57
O=C(NCCN1CCOCC1)c1ccc(CS(=O)(=O)Cc2ccccc2F)o1	0	103	103	-37%	-3%	-11	163	11	163
c1ccc(CNc2nc3ccccc3n3cnnc23)cc1	9	86	77	7%	-29%	-3	175	3	175
O=C(NO)c1ccc(C(=O)N(C2CCCCC2)C2CCCCC2)cc1	-24	14	38	-66%	-9%	-44	181	44*	181*
O=C(Nc1sc2c(c1-c1nc3ccccc3[nH]1)CCCC2)C1CCCC1	-13	53	66	-59%	4%	9	187	-9	187
CCOc1ccc(OCc2ccc(C(=O)Nc3cccnc3)o2)cc1	-2	77	79	-2%	0%	5	145	-5	145
O=c1oc2ccc3ccccc3c2c2c1SC(C(F)(F)F)C2 (configuration not stated)	6	72	66	0%	6%	-7	198	7	198
Cc1nn(-c2ccccc2)c(C)c1C(=O)OCC(=O)N1c2ccccc2NC(=O)C1(C)C	3	17	14	-40%	-3%	2	134	-2	134
COc1ccccc1CN1C(=O)CN(C2CCCC2)C(=O)C1c1ccc(F)cc1 (configuration not stated)	-6	102	108	-5%	-46%	0	134	0	134
CC1=C(C(=O)Nc2ccccc2)C(c2ccco2)C(C#N)=C(SCC(=O)OC(C)C)N1 (configuration not stated)	12	86	74	-17%	-5%	-14	185	14	185
CC(C)(C)NC(=O)C1CCC(C)(C(=O)O)C1(C)C (configuration not stated)	13	94	82	11%	-4%	-39	115	39	115
Cc1ccc(N(CC(=O)NCC2CCCO2)C(=O)CCC(=O)Nc2ccccn2)cc1C (configuration not stated)	15	95	80	x	x	-16	127	16	127
O=C(NCc1ccccc1)C12CN(Cc3ccccc3)CC1C(c1cccc([N+](=O)[O-])c1)=NO2 (configuration not stated)	x	x	x	-18%	0%	-10	142	10	142
CCOC(=O)c1c(NC(=O)c2noc3c2CCCC3)sc(C)c1C	5	90	85	7%	1%	-34	164	34	164
CNC(=O)CN(c1cc(C)ccc1C)S(C)(=O)=O	-6	87	93	12%	-4%	13	161	-13	161

# Remaining list, next part:
Structure	MRP resist rev	MRP resist rev cytotoxicity	MRP resist rev with doxorubicin	PLAP inhibition	Bcl-B displacement	NFkB transloc inh	NFkB transloc inh cell count 2 µM	NFkB transloc pot	NFkB transloc pot cell count 2 µM
CC(=O)OC(C)(CCC(C)(OC(C)=O)C(C)=O)C(C)=O (configuration not stated)	-11	97	108	4%	-20%	-7	137	7	137
O=C(CNC(=O)C12CC3CC(CC(C3)C1)C2)NC1=NCCS1	-1	97	98	4%	0%	0	158	0	158
Cn1nnnc1SCC(=O)N1CCN(Cc2ccccc2)CC1	9	106	97	-11%	16%	9	189	-9	189
O=[N+]([O-])/C=C/c1c(OCc2ccccc2)ccc2ccccc12	1	3	2	40%	21%	9	172	-9	172
Cc1cc2ncn(CC(O)COC3CCCCC3)c2cc1C (configuration not stated)	-1	68	69	-49%	-5%	-23	171	23	171
CC(C)(C)c1cc(CN2CCN(CCO)CC2)cc(C(C)(C)C)c1O	-1	94	95	-66%	3%	-2	164	2	164
CCOC(=O)CCn1c(CC(=O)OCC)nc2ccccc21	6	90	84	-1%	-3%	6	144	-6	144
COC(=O)Nc1ccc2c(c1)N(C(=O)CCN1CCOCC1)c1ccccc1S2	14	98	84	-69%	-4%	-7	149	7	149
COC(=O)CSc1nsc(SCC(=O)OC)n1	-12	100	112	-7%	-9%	-13	134	13	134
CCN(CC)C(=O)CN(c1cc2c(cc1OC)oc1ccccc12)S(=O)(=O)c1ccc(C)cc1	x	x	x	-53%	-5%	-3	186	3	186
CCOc1ccc(C=NC23CN4CN(CN(C4)C2)C3)cc1	x	x	x	-8%	-8%	-10	186	10	186
Cn1c(=O)cc(SCC(=O)NCCCN2CCOCC2)c2ccc(Cl)cc21	-3	91	95	-43%	-13%	0	119	0	119
O=C(CN1C(=O)NC2(CCCC2)C1=O)Nc1nc(-c2ccc(F)cc2)cs1	0	80	80	-4%	-7%	2	159	-2	159
CC(=O)c1cc(Cc2csc(C(C)=O)c2)cs1	16	88	71	22%	4%	-22	99	22	99
O=C(O)c1cc2n(n1)C(C(F)(F)F)CC(c1ccco1)N2 (configuration not stated)	19	105	86	7%	-2%	-9	161	9	161

# Next records
# Second line of a record: MRP resist rev, MRP resist rev cytotoxicity, MRP resist rev with doxorubicin, PLAP inhibition, Bcl-B displacement, NFkB transloc inh, NFkB transloc inh cell count 2 µM, NFkB transloc pot, NFkB transloc pot cell count 2 µM
CCOc1cccc(NC(=O)C2CC(=O)N(C)C(=Nc3cccc(F)c3)S2)c1 (configuration not stated)
    x, x, x, 10%, -6%, -13, 176, 13, 176
Cn1c(=O)[nH]c2sc3c(c2c1=O)CC(C)(C)OC3
    0, 90, 90, 6%, -2%, 8, 118, -8, 118
O=C(NCc1cccnc1)c1c[nH]c2cc3c(cc2c1=O)OCCO3
    -10, 80, 90, 4%, 1%, -15, 108, 15, 108
COc1ccc(Oc2nnc(-c3ccc(C)cc3)c3ccccc23)cc1
    x, x, x, 10%, -11%, 12, 115, -13, 115
CCC(c1nnnn1C1CCCC1)N1CCN(c2ccccc2F)CC1 (configuration not stated)
    -8, 95, 104, -32%, -6%, 1, 91, -1, 91
CC(C)(C)C(=O)Nc1sc2c(c1-c1nc3ccccc3[nH]1)CCCC2
    11, 54, 43, 1%, 6%, 12, 170, -12, 170
COc1cc(Cl)c(C)cc1NC(=O)COC(=O)/C=C/c1c(C)nn(C2CCS(=O)(=O)C2)c1Cl (configuration not stated)
    -4, 33, 37, -9%, 1%, -6, 123, 6, 123
COc1ccc(C)cc1S(=O)(=O)Nc1cccc(Cl)c1
    -3, 92, 96, 11%, 8%, -10, 159, 10, 159
O=c1/c(=C/c2ccccn2)sc2nc3ccccc3n12
    5, 65, 60, 18%, 63%, 0, 110, 0, 110
CCn1ncc(CN2CCN(C(=O)Nc3ccccc3C(=O)OC)CC2)c1C
    15, 91, 76, -64%, -4%, 6, 117, -6, 117
CC1(C)CC(=O)C=C(NCCCN2CCCC2=O)C1
    -8, 86, 95, x, x, 100*, 30*, -100, 30
COC(=O)C(Cc1cncn1COCc1ccccc1)NC(=O)OC(C)(C)C (configuration not stated)
    26, 104, 78, -16%, 29%, -11, 142, 11, 142
CCCSc1nsc(SCCC)c1C#N
    13, 94, 81, 10%, 1%, -18, 146, 18, 146
CCOc1ccc(NC(=O)c2cccs2)c([N+](=O)[O-])c1
    x, x, x, 16%, -12%, 3, 102, -3, 102
NS(=O)(=O)c1ccc(CCNc2nc(CN3CCCCC3)nc3sc4c(c23)CCC4)cc1
    31, 45, 14, -91%, -18%, -8, 161, 7, 161
Cn1c(N)c(C#N)c2c(c1=S)CSC(C)(C)C2
    4, 95, 91, -4%, 73%, -1, 139, 1, 139
COc1ccc(N(C(=O)Cc2cccs2)C(C(=O)NC2CCCCC2)c2cccn2C)cc1OC (configuration not stated)
    2, 76, 74, x, x, -2, 82, 2, 82
Nc1nc(NC(=O)Cc2ccccc2)nn1-c1ccccc1
    -7, 84, 91, 6%, -4%, x, x, x, x
Cc1ccnc(SCC(=O)O)n1
    -1, 101, 102, 2%, -2%, -2, 105, 2, 105
CCOCCCN(CCC#N)S(=O)(=O)c1ccc(S(=O)(=O)N2CCCC2)cc1
    -3, 92, 95, 4%, 6%, 12, 99, -12, 99
O=C(CCS(=O)(=O)c1ccc(Br)cc1)NC1CCCC1
    1, 96, 95, 18%, 37%, 2, 60, -2, 60
CCN(CC)CCNS(=O)(=O)c1ccc2[nH]cc(C(=O)O)c(=O)c2c1
    x, x, x, 5%, -7%, -5, 151, 5, 151
CN(Cc1ccccc1)c1nc2c(c(=O)[nH]c(=O)n2C)n1CCOc1ccccc1
    12, 81, 69, -39%, -3%, 0, 98, 0, 98
Cc1ccc(C(=O)Nc2ccc(Cl)cn2)cc1
    -34, 24, 59, 9%, -4%, 5, 88, -5, 88
O=C(O)c1cccc(NC(=O)c2ccc3c(c2)C(=O)N(CC2CCCO2)C3=O)c1 (configuration not stated)
    1, 94, 92, 17%, 5%, -15, 182, 15, 182
COc1ccc(/C=C2\CCc3ccccc3C2=O)cc1Cn1cccn1
    x, x, x, -8%, -4%, -20, 164, 20, 164
Cc1sc2ncnc(NCc3ccccc3)c2c1C
    -10, 76, 87, -4%, -6%, -22, 160, 22, 160
O=C(Nc1ccccc1-c1ccccc1)NC1CCN(C(=O)N2CCOCC2)CC1
    14, 92, 77, x, x, -13, 133, 13, 133
COc1ccc(CNC(=O)C/C(C)=N/NC(=O)C(c2ccccc2)c2ccccc2)cc1
    x, x, x, -36%, 9%, 4, 125, -4, 125
CCCCc1ccc(NS(=O)(=O)c2cccs2)cc1
    -2, 91, 93, -21%, 15%, -5, 158, 5, 158
Cc1ccc(S(=O)(=O)NCCOc2nc(N(C)C)nc(N3CCOCC3)n2)cc1
    x, x, x, 0%, 0%, 9, 118, -9, 118

# Part of the list above, as labelled records.
COc1ccc(Oc2nnc(-c3ccc(C)cc3)c3ccccc23)cc1
  MRP resist rev: x
  MRP resist rev cytotoxicity: x
  MRP resist rev with doxorubicin: x
  PLAP inhibition: 10%
  Bcl-B displacement: -11%
  NFkB transloc inh: 12
  NFkB transloc inh cell count 2 µM: 115
  NFkB transloc pot: -13
  NFkB transloc pot cell count 2 µM: 115

COc1ccc(/C=C2\CCc3ccccc3C2=O)cc1Cn1cccn1
  MRP resist rev: x
  MRP resist rev cytotoxicity: x
  MRP resist rev with doxorubicin: x
  PLAP inhibition: -8%
  Bcl-B displacement: -4%
  NFkB transloc inh: -20
  NFkB transloc inh cell count 2 µM: 164
  NFkB transloc pot: 20
  NFkB transloc pot cell count 2 µM: 164

# Reformatted with each value named: entries from further up
O=C(O)c1cc2n(n1)C(C(F)(F)F)CC(c1ccco1)N2 (configuration not stated)
- MRP resist rev = 19
- MRP resist rev cytotoxicity = 105
- MRP resist rev with doxorubicin = 86
- PLAP inhibition = 7%
- Bcl-B displacement = -2%
- NFkB transloc inh = -9
- NFkB transloc inh cell count 2 µM = 161
- NFkB transloc pot = 9
- NFkB transloc pot cell count 2 µM = 161

CCOc1ccc(OCc2ccc(C(=O)Nc3cccnc3)o2)cc1
- MRP resist rev = -2
- MRP resist rev cytotoxicity = 77
- MRP resist rev with doxorubicin = 79
- PLAP inhibition = -2%
- Bcl-B displacement = 0%
- NFkB transloc inh = 5
- NFkB transloc inh cell count 2 µM = 145
- NFkB transloc pot = -5
- NFkB transloc pot cell count 2 µM = 145

CCn1ncc(CN2CCN(C(=O)Nc3ccccc3C(=O)OC)CC2)c1C
- MRP resist rev = 15
- MRP resist rev cytotoxicity = 91
- MRP resist rev with doxorubicin = 76
- PLAP inhibition = -64%
- Bcl-B displacement = -4%
- NFkB transloc inh = 6
- NFkB transloc inh cell count 2 µM = 117
- NFkB transloc pot = -6
- NFkB transloc pot cell count 2 µM = 117
